# Bioassay records (PubChem BioAssay)
# M5 PAM = potentiates acetylcholine response at human M5 receptor; activation, % at 3 µM; AID 624038; P08912; 360,000 compounds, 0.3% hits; CHO-K1 hM5, Fluo-8 calcium, ACh EC20 PAM; 0% = ACh EC20, 100% = ACh EC100;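 active = activation above the run cutoff, the mean activation of all test compounds plus 3 SD, cut at about 18% in these data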
# Target sequence (P08912 whole entry, looked up): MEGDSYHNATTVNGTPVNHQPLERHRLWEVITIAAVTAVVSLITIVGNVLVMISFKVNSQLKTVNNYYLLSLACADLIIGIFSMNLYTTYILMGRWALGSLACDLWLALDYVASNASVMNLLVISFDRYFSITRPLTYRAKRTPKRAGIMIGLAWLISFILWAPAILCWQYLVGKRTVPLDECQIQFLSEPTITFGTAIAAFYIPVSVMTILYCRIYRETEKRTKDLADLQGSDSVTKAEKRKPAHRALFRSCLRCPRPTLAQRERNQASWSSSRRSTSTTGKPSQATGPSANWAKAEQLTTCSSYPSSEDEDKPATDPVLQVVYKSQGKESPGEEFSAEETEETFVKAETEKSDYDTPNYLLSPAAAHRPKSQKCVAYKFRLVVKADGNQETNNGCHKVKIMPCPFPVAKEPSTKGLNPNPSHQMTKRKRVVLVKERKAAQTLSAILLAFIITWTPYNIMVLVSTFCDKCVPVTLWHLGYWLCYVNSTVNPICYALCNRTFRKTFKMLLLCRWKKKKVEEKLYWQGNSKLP
#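 system = human M5 receptor in CHO-K1 cells | reagent = EC20 acetylcholine as agonist stimulus | compound dosing = single-point, 3 µM nominal | incubation = Fluo-8 loading 80 min at 37 °C plus 30 min room temperature | detection = Fluo-8 calcium dye fluorescence, kinetic read | benchmarks = low control EC20 acetylcholine (0%), high control EC100 acetylcholine (100%)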
# IDE inh = inhibits human insulin-degrading enzyme in HEK cells; FAbetaB cleavage, fluorescence polarization; inhibition, % at 5.59 µM; 320,000 compounds, 0.41% hits; AID 434962; P14735;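 active = percent inhibition above the average of all tested compounds plus 3 SD, set per screening campaign, cut at about 16% in these data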;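 note: IDE supplied by intact live HEK cells; FP after avidin binding of uncleaved biotin substrate so inhibition keeps polarization high; 0% = DMSO wells and 100% = 60 µM reference IDE inhibitor Ii1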
# M4 ag = agonists of human muscarinic M4 receptor (CHRM4); P08173; CHO-K1 hM4/Gqi5, Fluo-8 calcium fluorescence; vehicle 0%, full acetylcholine response 100%; activation, % at 3 µM; 360,000 compounds, 0.14% hits;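 active = activation above the run mean over all test wells plus 3 SD, cut at about 32% in these data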;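 note: peak over basal fluorescence ratio per well then scaled between controls; 0% = DMSO wells and 100% = acetylcholine at EC100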
# Target sequence (P08173 whole entry, looked up): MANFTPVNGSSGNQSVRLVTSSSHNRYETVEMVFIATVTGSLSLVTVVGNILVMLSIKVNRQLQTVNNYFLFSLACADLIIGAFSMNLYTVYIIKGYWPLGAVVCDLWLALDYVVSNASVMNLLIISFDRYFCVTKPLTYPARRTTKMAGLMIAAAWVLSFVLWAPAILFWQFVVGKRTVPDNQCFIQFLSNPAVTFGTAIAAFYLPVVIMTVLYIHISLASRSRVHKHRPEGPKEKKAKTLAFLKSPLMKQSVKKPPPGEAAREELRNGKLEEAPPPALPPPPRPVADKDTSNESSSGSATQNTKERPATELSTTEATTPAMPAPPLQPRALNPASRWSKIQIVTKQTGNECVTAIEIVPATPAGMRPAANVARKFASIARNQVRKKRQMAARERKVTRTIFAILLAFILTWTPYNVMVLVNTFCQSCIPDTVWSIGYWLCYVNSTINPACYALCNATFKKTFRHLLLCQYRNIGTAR
# CRFBP-R2 agonist = CRF-BP/CRF-R2 complex agonism | HEK293 CRF-R2/CRF-BP, calcium dye fluorescence (FLIPR); percent of saturating CRF peptide response | activation, % at 13.2 µM | 350,000 compounds, 0.46% hits;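 active = activation of at least 50%, plus an integration ratio under a set limit after plate pattern correction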;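 note: plate controls were neutral control wells without compound for no effect and CRF at EC100 for full effect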
# M4 PAM = positive allosteric modulators of human muscarinic M4 receptor. AID 624126. CHO-K1 hM4/Gqi5, Fluo-8 calcium fluorescence, ACh EC20; 0% = ACh EC20, 100% = maximal ACh. 360,000 compounds, 0.4% hits. P08173. activation, % at 3 µM;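 active = activation above its plate's cutoff, the mean activation of sample wells plus 3 SD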; note: some results filed as inactive read as strong as hits
# M4 antag = CHRM4 antagonism in calcium assay | P08173 | CHO-hM4 cells, ACh EC80, Fluo-8 calcium fluorescence | inhibition, % at 3 µM | 360,000 compounds, 0.73% hits;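 active = inhibition above its plate's cutoff, the mean inhibition of sample wells plus 3 SD, cut at about 27% in these data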;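 note: 0% = acetylcholine EC80 with DMSO and 100% = DMSO without agonist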
# CHRM5 agonist = CHRM5 agonism in calcium assay | AID 624037 | P08912 | CHO-K1 hM5 cells, Fluo-8 calcium fluorescence; 0% DMSO wells, 100% maximal acetylcholine response | activation, % at 3 µM | 360,000 compounds, 0.19% hits;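 active = activation above the run's mean over test compounds plus 3 SD, cut at about 23% in these data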;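 note: signal is peak over basal fluorescence ratio across the kinetic read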
# M5 antag = blocks acetylcholine activation of human M5 receptor | AID 624040 | 360,000 compounds, 0.59% hits | P08912 | CHO-hM5 cells, Fluo-8 calcium fluorescence, ACh EC80 | inhibition, % at 3 µM;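 active = inhibition above a per-plate cutoff, the mean of that plate's test compounds plus 3 SD, cut at about 27% in these data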;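 note: 0% = acetylcholine EC80 with DMSO and 100% = DMSO without agonist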
# CRFR2-BP antag = antagonists of CRF-binding protein/CRF-R2 receptor complex; HEK293 CRF-R2/CRF-BP, CRF-induced calcium fluorescence; inhibition, % at 11.8 µM; 350,000 compounds, 0.59% hits; AID 588475;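 active = inhibition of the ligand-induced calcium signal above about 50% at the single tested concentration, limit read from the data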
# The depositor's hits bear a star; . = not tested or not shown.
1. Cc1cc(C)n(-c2ccc(Cl)c(C(=O)Nc3ccc(OC(F)(F)F)cc3)n2)n1
2. CCN(C(=O)COC(=O)CSc1ccc([N+](=O)[O-])cc1)C1CCS(=O)(=O)C1 (stereo not given)
3. O=C(NCc1nc2ccccc2[nH]1)C1=C[C@@H](c2ccccc2)C[C@@H](OCc2ccc(CO)cc2)O1
4. O=c1c(-c2ccc(O)cc2)coc2cc(OC3OC(CO)C(O)C(O)C3O)cc(O)c12 (stereo not given)
5. COc1ccc(C2c3[nH]c4ccccc4c3C[C@H]3C(=O)N(C4CCN(Cc5ccccc5)CC4)CC(=O)N23)c(OC)c1 (stereo not given in full)
6. COc1ccccc1NC(=O)CSC1=NC(=O)C(Cc2ccccc2)C(=O)N1 (stereo not given)
7. CCC(C)C(NS(=O)(=O)c1ccc(C)cc1)C(=O)O (stereo not given)
8. Cc1ccc(C(=O)Nc2scc(-c3ccccc3)c2C(=O)O)cc1

compound no.	1	2	3	4	5	6	7	8
M5 PAM	3	-2	-12	3	-4	-2	-10	-17
IDE inh	1	-1	1	2	-2	-12	0	11
M4 ag	1	1	8	0	5	0	1	20
CRFBP-R2 agonist	-1.1	9.0	-0.5	1.6	-0.3	0.0	2.2	-1.1
M4 PAM	10	0	-3	2	-15	-6	0	-10
M4 antag	5	-4	8	-4	27*	1	-3	24
CHRM5 agonist	4	-2	-4	9	-4	-4	-1	-4
M5 antag	0	-2	24	-1	6	4	13	12
CRFR2-BP antag	-18	9	6	-4	-14	2	35	20

9. O=C(NCc1ccco1)c1ccccc1NC(=O)C1CC(=O)N(c2ccc(Cl)cc2)C1 (stereo not given)
10. COc1cccc(NC(=O)COc2ccc(N3CC(C(=O)NCC(C)C)CC3=O)cc2)c1 (stereo not given)
11. Cc1ccc2cc(CN(c3ccccc3)S(=O)(=O)c3ccccc3)c(=O)[nH]c2c1
12. CS(=O)(=O)Nc1ccccc1C(=O)c1ccccc1
13. CSc1nc2c(c(C(F)(F)F)n1)CC(C)CC2 (stereo not given)
14. COc1ccc(NC(=O)N/C=C/c2ccco2)cc1
15. CC(C)C(NC(=O)CCN1C(=O)c2ccccc2C1=O)c1ccccc1 (stereo not given)
16. CCc1ccc(CN(C(=O)c2cc3ccccc3oc2=O)C2CCS(=O)(=O)C2)cc1 (stereo not given)

compound no.	9	10	11	12	13	14	15	16
M5 PAM	-17	2	0	4	-4	6	-4	-2
IDE inh	9	2	10	0	0	2	.	-5
M4 ag	5	4	1	0	0	0	1	4
CRFBP-R2 agonist	0.0	-0.4	1.4	-2.4	6.4	5.6	1.1	-0.4
M4 PAM	-9	4	6	-4	-3	2	-1	-7
M4 antag	5	-1	13	7	18	12	1	4
CHRM5 agonist	-8	2	-2	-4	-1	-3	-3	0
M5 antag	7	1	5	0	6	6	3	4
CRFR2-BP antag	-5	-20	-10	6	10	11	6	-4

# Random excerpt: six entries already listed.
10. COc1cccc(NC(=O)COc2ccc(N3CC(C(=O)NCC(C)C)CC3=O)cc2)c1 (stereo not given)
14. COc1ccc(NC(=O)N/C=C/c2ccco2)cc1
13. CSc1nc2c(c(C(F)(F)F)n1)CC(C)CC2 (stereo not given)
12. CS(=O)(=O)Nc1ccccc1C(=O)c1ccccc1
9. O=C(NCc1ccco1)c1ccccc1NC(=O)C1CC(=O)N(c2ccc(Cl)cc2)C1 (stereo not given)
15. CC(C)C(NC(=O)CCN1C(=O)c2ccccc2C1=O)c1ccccc1 (stereo not given)

compound no.	10	14	13	12	9	15
M5 PAM	2	6	-4	4	-17	-4
IDE inh	2	2	0	0	9	.
M4 ag	4	0	0	0	5	1
CRFBP-R2 agonist	-0.4	5.6	6.4	-2.4	0.0	1.1
M4 PAM	4	2	-3	-4	-9	-1
M4 antag	-1	12	18	7	5	1
CHRM5 agonist	2	-3	-1	-4	-8	-3
M5 antag	1	6	6	0	7	3
CRFR2-BP antag	-20	11	10	6	-5	6

# Further entries follow.
17. c1ccc(CCn2cccc2)nc1
18. CC(C)C(C(=O)NC1CCCC1)N(Cc1ccco1)C(=O)CNS(=O)(=O)c1ccccc1 (stereo not given)
19. CCCCn1c(N)c(N(CCOC)C(=O)CCc2ccc(OC)cc2)c(=O)[nH]c1=O
20. O=C(CSc1nnnn1-c1ccccc1)N1CCNC1=O
21. CC(C(=O)N1CCCCCC1)c1ccc([N+](=O)[O-])cc1 (stereo not given)
22. CCc1nnc(NS(=O)(=O)c2ccc(NC(=O)c3ccccc3O)cc2)s1
23. CC(=O)c1cc(CN2CCC(N3CCC(C(=O)NC(C)C)CC3)CC2)cs1
24. COc1ccc(N2CCN(C(=O)c3cc(S(=O)(=O)N4CCCCCC4)ccc3OC)CC2)cc1

compound no.	17	18	19	20	21	22	23	24
M5 PAM	-9	-4	-1	16	3	2	-4	-11
IDE inh	.	-2	1	5	-1	0	2	.
M4 ag	1	2	0	1	1	0	2	14
CRFBP-R2 agonist	1.3	-0.5	0.0	2.0	0.6	0.3	0.3	-3.0
M4 PAM	-3	-6	1	4	6	2	-3	-7
M4 antag	7	-3	1	-6	1	14	-5	-3
CHRM5 agonist	1	-2	1	2	-3	-4	-6	6
M5 antag	3	10	1	-22	2	5	-4	6
CRFR2-BP antag	-7	13	7	-14	-5	9	0	-7

25. Cc1ccc(NCc2n[nH]c(=S)n2-c2ccccc2)c(C)c1
26. Cc1c(Cl)cccc1NC(=O)CCC(=O)NNC(=O)CCC(=O)O
27. Cn1cnnc1SCC(=O)Nc1ccc(N2CCCCC2)cc1
28. COc1cc(C(C)=O)ccc1OCC(=O)NCC(c1ccc(F)cc1)N1CCOCC1 (stereo not given)
29. COc1ccc(CCNC(=O)c2noc(C)c2[N+](=O)[O-])cc1OC
30. CC(=O)c1cccc(NC(=O)c2ccc(Br)o2)c1
31. O=C(Nc1ccc(N2C(=O)C3C4C=CC(C4)C3C2=O)cc1)Nc1nncs1 (stereo not given)
32. CC(C)=C[C@@H]1C[C@H](C)[C@H]2CC[C@H](C)c3c(O[C@@H]4O[C@@H](C)[C@@H](O)[C@@H](O)[C@@H]4O)c(O)c(C)c1c32

compound no.	25	26	27	28	29	30	31	32
M5 PAM	-3	14	-1	-2	-5	1	-2	15
IDE inh	0	1	3	-1	-3	1	2	1
M4 ag	0	0	0	1	1	2	0	2
CRFBP-R2 agonist	0.3	0.2	0.8	-1.7	1.1	-1.1	3.2	4.1
M4 PAM	-7	-1	5	1	1	16	-1	21
M4 antag	14	0	-1	2	4	29*	-8	-27
CHRM5 agonist	-2	1	-2	4	-3	-1	2	7
M5 antag	8	0	2	9	11	4	-1	-9
CRFR2-BP antag	-2	3	-10	-5	-2	-3	-10	-17

33. COC(=O)CC1SC(=O)NC1=Nc1ccccc1 (stereo not given)
34. Cc1cccc(NC(=O)COC(=O)Cc2cccs2)c1C
35. COc1ccc(-c2cn[nH]c2-c2ccc(OCc3ccc([N+](=O)[O-])cc3)cc2O)cc1
36. COc1cccc(NC(=S)NC(=O)/C=C/c2ccc(F)cc2)c1
37. Cc1cccc(CS(=O)(=O)Cc2ccc(C(=O)NC3CCCCCC3)o2)c1
38. CCN(CC)c1nc2ccccc2nc1-n1nc(C)cc1C
39. CC(C)CNC(=O)C1Nc2ccc(C(F)(F)F)cc2C2C=CCC12 (stereo not given)
40. COC(=O)c1cc(OC)c(OC)cc1NC(=O)c1ccc(Br)o1

compound no.	33	34	35	36	37	38	39	40
M5 PAM	1	-1	-7	-6	-4	-4	3	-1
IDE inh	1	1	0	-2	-2	-7	-1	2
M4 ag	0	0	2	-1	2	-2	2	0
CRFBP-R2 agonist	-0.4	-1.0	-1.7	-1.0	-0.5	-2.3	-1.9	-2.4
M4 PAM	-2	4	-4	-1	-1	0	0	7
M4 antag	-2	-3	9	-1	5	10	6	10
CHRM5 agonist	1	2	0	1	-3	-3	4	0
M5 antag	-2	3	6	10	9	6	3	-2
CRFR2-BP antag	-14	15	-28	4	4	15	-4	2

41. COc1ccc(/C=C/C(=O)NC(=S)N2CCN(c3ccccn3)CC2)cc1OC
42. COc1ccc(N2Cc3cccc(C(=O)N4CCOCC4)c3C2=O)cc1
43. CS(=O)(=O)N1CCCC(C(=O)Nc2ccc(F)cc2)C1 (stereo not given)
44. O=C(Nc1ccc(F)cc1)c1cccc(N2C(=O)C3C4C=CC(C5CC45)C3C2=O)c1 (stereo not given)
45. Cn1c(N)c(C(=O)COC(=O)CNC(=O)c2ccccc2)c(=O)n(C)c1=O

compound no.	41	42	43	44	45
M5 PAM	-14	0	11	-14	-18
IDE inh	1	-1	-4	5	-1
M4 ag	13	1	1	21	13
CRFBP-R2 agonist	-3.5	0.2	0.5	-0.4	1.7
M4 PAM	-16	2	-4	-12	-6
M4 antag	11	-1	-9	9	10
CHRM5 agonist	-3	-5	1	-1	1
M5 antag	19	-4	2	6	22
CRFR2-BP antag	0	5	8	-7	0

# 4 entries from above, as labelled records.
13: CSc1nc2c(c(C(F)(F)F)n1)CC(C)CC2 (stereo not given)
  M5 PAM: -4; IDE inh: 0; M4 ag: 0; CRFBP-R2 agonist: 6.4; M4 PAM: -3; M4 antag: 18; CHRM5 agonist: -1; M5 antag: 6; CRFR2-BP antag: 10

14: COc1ccc(NC(=O)N/C=C/c2ccco2)cc1
  M5 PAM: 6; IDE inh: 2; M4 ag: 0; CRFBP-R2 agonist: 5.6; M4 PAM: 2; M4 antag: 12; CHRM5 agonist: -3; M5 antag: 6; CRFR2-BP antag: 11

15: CC(C)C(NC(=O)CCN1C(=O)c2ccccc2C1=O)c1ccccc1 (stereo not given)
  M5 PAM: -4; IDE inh: .; M4 ag: 1; CRFBP-R2 agonist: 1.1; M4 PAM: -1; M4 antag: 1; CHRM5 agonist: -3; M5 antag: 3; CRFR2-BP antag: 6

16: CCc1ccc(CN(C(=O)c2cc3ccccc3oc2=O)C2CCS(=O)(=O)C2)cc1 (stereo not given)
  M5 PAM: -2; IDE inh: -5; M4 ag: 4; CRFBP-R2 agonist: -0.4; M4 PAM: -7; M4 antag: 4; CHRM5 agonist: 0; M5 antag: 4; CRFR2-BP antag: -4
